# Assay outcomes as filed in PubChem.
# GRIN3A LBD mod: binders of NR3A ligand-binding domain, primary screen, biophysical, differential scanning fluorimetry, uHTS; Glutamate receptor ionotropic, NMDA 3A (GRIN3A) ligand-binding domain; NR3A LBD differential scanning fluorimetry, Tm shift; 0% = protein alone, 100% = glycine-bound protein; Tm shift relative to glycine control, % at 25 µM; 2.5% of 340,000 active; AID 1259313, 2017;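 active means melting temperature shift of at least 10% of the positive control shift, at one fixed dose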
# NALP3 yeast inh: NALP3 inflammasome inhibitors in reconstituted yeast, primary screen, luminescence, uHTS | 0.39% of 330,000 active | inhibition, % at 10 µM | Yeast reconstituted NLRP3/ASC/caspase-1, beta-gal luminescence, 24 h;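 active means inhibition of 50% or more; inactive means inhibition below 50%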;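 further: plate controls were induced DMSO wells for no effect and uninduced yeast grown without galactose for full effect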
# MPTP inh: mitochondrial permeability transition pore inhibitors, primary screen, biochemical, isolated mouse mitochondria, absorbance; Ca2+ swelling absorbance, 30 min; AID 602449, 2012; inhibition, % at 10 µM; 1.4% of 360,000 active;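 active means inhibition of 50% or more, scaled per plate between neutral and stimulator controls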;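 further: 0% = DMSO wells given calcium and 100% = 1 mM EGTA wells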
# APJ agonist: agonists of human apelin receptor APJ, primary screen, CHO-K1 cells, PathHunter beta-arrestin, luminescence | 0% DMSO wells, 100% apelin | 0.11% of 330,000 active | P35414 | activation, % at 20 µM;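 active means activation more than six SD over the plate average, tested at 20 µM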;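 further: 0% = DMSO alone and 100% = apelin-13 at 10 nM; some results filed as inactive read as strong as hits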
# Target sequence (P35414 whole entry, looked up): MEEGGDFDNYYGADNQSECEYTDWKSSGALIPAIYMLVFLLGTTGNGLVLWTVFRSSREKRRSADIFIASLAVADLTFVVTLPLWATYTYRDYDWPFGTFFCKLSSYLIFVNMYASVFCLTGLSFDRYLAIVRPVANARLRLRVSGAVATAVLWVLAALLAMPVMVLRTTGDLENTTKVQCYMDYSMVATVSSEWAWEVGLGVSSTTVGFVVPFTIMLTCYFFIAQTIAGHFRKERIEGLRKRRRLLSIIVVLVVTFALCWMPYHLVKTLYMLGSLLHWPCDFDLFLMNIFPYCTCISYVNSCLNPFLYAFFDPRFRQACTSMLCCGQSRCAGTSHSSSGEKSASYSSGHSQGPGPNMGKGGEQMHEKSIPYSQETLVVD
#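 Assay system – PathHunter CHO-K1 APJ (AGTRL-1) beta-arrestin reporter cells · Compound – one dose, 20 µM compound, 1% DMSO · Timing – compound 90 min 25 °C, reagent 1 h · Measured by – luminescence from split beta-galactosidase complementation, Galacton Star/Emerald II substrate · Measure – beta-arrestin recruitment to APJ as agonist activity, luminescent signal · Benchmarks – DMSO vs Apelin-13 10 nM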
# APJ antag: antagonists of human apelin receptor APJ, primary screen, CHO-K1 cells, beta-arrestin complementation, luminescence | P35414 | inhibition, % at 20 µM | 0.32% of 330,000 active | AID 2521, 2010;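 active means inhibition above about 40% at 20 µM, limit read from the data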;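 further: cells challenged with 10 nM apelin-13 agonist together with compound; plate controls were apelin-13 plus DMSO wells for no effect and DMSO wells lacking apelin-13 for full effect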
# tim23-1 inh: growth inhibitors of tim23-1 mutant yeast, primary screen, luminescence, uHTS; 1.3% of 330,000 active; S. cerevisiae tim23-1 growth, BacTiter-Glo luminescence, 24 h; inhibition, % at 20 µM;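 active means growth inhibition of the mutant yeast at or above 50%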;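 further: temperature-sensitive mutant grown at 25 °C; plate controls were DMSO-treated mutant yeast for no effect and medium wells lacking yeast for full effect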
# beta cell repl: inducers of MIN6 beta-cell proliferation, primary screen, ATP luminescence, uHTS. MIN6 cells proliferation, ATPlite luminescence, 48 h; cells starved in 0.2% serum; 100% = growth in 10% serum. proliferation, % at 10 µM. 0.29% of 330,000 active. AID 2380, 2010;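 active means compounds whose signal lies at least 3.5 SD above the mean of all wells on their plate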;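 further: 0% = DMSO-treated cells in low-serum medium and 100% = 10% serum control; some compounds called inactive have numbers as strong as hits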
# tim10-1 inh: growth inhibitors of tim10-1 mutant yeast, primary screen, luminescence, uHTS. 2.2% of 330,000 active. AID 463190, 2010. S. cerevisiae tim10-1 ts strain growth, BacTiter-Glo, 24 h. inhibition, % at 20 µM;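 active means inhibition of at least 40%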;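 further: mutant grown at 25 °C; 0% = DMSO wells with yeast and 100% = wells holding no yeast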
# TIM10 inh: growth inhibitors of isogenic TIM10 control yeast, primary screen, counter-screen for tim10-1 yeast inhibitor project, luminescence, uHTS; 1.4% of 330,000 active; inhibition, % at 10 µM; S. cerevisiae TIM10 strain growth, BacTiter-Glo luminescence, 24 h;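 active means inhibition of 40% or more at the single tested concentration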;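 further: wild-type TIM10 isogenic control strain grown at permissive 25 °C; 0% = DMSO yeast wells and 100% = minimal medium wells without yeast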
# The depositor's hits bear a star. Compounds were not picked by outcome; about 7.2% have a hit in one of these screens.
Compound	GRIN3A LBD mod	NALP3 yeast inh	MPTP inh	APJ agonist	APJ antag	tim23-1 inh	beta cell repl	tim10-1 inh	TIM10 inh
COc1ccc2cc(C(=O)C3CCCN(C(=O)c4snnc4C)C3)ccc2c1 (stereo not given)	0.0	-7.0	15.8	-0.9	10.6	29.0	1.3	20.6	12.6
CCOC(=O)CN1C(=O)S/C(=C/c2ccc3c(c2)n(C)c(=O)n3C)C1=O	-2.5	6.9	-0.8	2.8	8.6	25.0	-2.2	10.7	-10.4
O=C(CCS(=O)(=O)c1ccc(Br)cc1)N1CCN(c2ccccc2Cl)CC1	2.2	27.6	-0.4	-5.7	0.5	17.1	-1.6	12.3	15.3
C=C(C)C(=O)OCCCCCCOc1ccc(C(=O)O)cc1	0.0	23.1	-0.5	-2.4	-18.5	4.5	-1.2	14.6	-12.6
Cc1nn2c(nc(N3CCCCC3)c3ccccc32)c1C=O	-1.1	22.9	0.7	-3.3	7.5	40.3	0.0	35.8	0.3
CCC1CCCCN1c1cc(C)nc2cc(-c3cccc(C)c3)nn12 (stereo not given)	2.4	7.7	0.8	-9.7	-1.0	20.8	0.0	41.9*	23.4
O=C(NCC1CCCO1)c1cccc(Oc2ccc([N+](=O)[O-])cc2)c1 (stereo not given)	-0.8	11.9	0.4	-6.4	1.0	8.5	1.4	-0.6	-0.7
CCOC(=O)c1c(N/N=C/c2cccnc2)n[nH]c1C	-0.4	21.6	0.5	-1.1	11.4	4.6	-1.4	3.1	13.8
CCCCc1ccc(NC(=O)NCc2cccnc2)cc1	-25.7	2.0	-0.3	-1.9	-8.5	17.6	0.7	13.4	1.9
Cc1ccc(S(=O)(=O)Nc2ccccc2C(O)c2ccccc2)cc1 (stereo not given)	-5.1	10.5	2.8	-0.3	-2.3	22.5	-2.4	21.8	16.4
COCCCn1c(C)nnc1SCc1ccc(C(C)(C)C)cc1	-1.7	20.6	0.0	-3.0	4.8	21.1	-4.0	9.9	8.7
CNc1oc(/C=C/c2ccccc2)nc1C#N	7.2	43.4	0.7	-0.3	-22.4	25.0	-0.7	15.2	8.3
O=S(=O)(/N=C(\[O-])C[n+]1ccccc1)c1ccc(Cl)cc1	-0.1	-9.5	0.1	-1.0	-11.8	2.0	-2.1	-9.1	-9.9
CN(C[C@H](Cc1ccccc1)N(C[C@@H](Cc1cccc2ccccc12)N(CCc1ccccc1)N=O)N=O)N=O	-10.5	8.1	2.0	4.6	10.9	15.6	-5.2	3.5	1.4
CC(C)[C@H](NC(=O)Nc1ccc2c(c1)OCCO2)C(=O)O	1.9	8.2	0.1	-3.9	-20.0	2.6	-3.0	2.8	2.4
COc1ccc(-c2cnn3c4c(c(C)nc23)CCN4C2CCCC2)cc1OC	-2.1	-4.0	7.9	-0.6	-4.4	-11.9	-1.4	8.5	-7.0
CCN(C(=O)CCS(=O)(=O)c1cc2c(cc1Cl)NC(=O)CO2)c1ccccc1	-1.6	13.8	-1.4	-1.8	-44.8	-7.7	-2.1	-7.6	2.2
COc1ccc(NC(=O)NC23CC4CC(CC(C4)C2)C3)cc1OC	-0.7	9.9	-2.5	-2.8	2.3	15.3	0.5	9.9	18.2
NC(=O)c1ccc(F)cc1	-6.3	8.1	-0.3	0.1	-5.0	4.6	-3.1	-0.7	-4.5
CCCn1c(=O)c(-c2nc3ccccc3[nH]2)c(O)c2ccccc21	-1.7	21.7	-0.1	0.3	2.1	-25.3	-0.7	-11.7	-12.3
C#CCOCCOCCOCCNc1nc(N2CCN(C(=O)[C@H](Cc3cc4ccccc4[nH]3)n3cc([C@@H](N)CC(C)C)nn3)CC2)nc(N2CCN(C(=O)[C@H](Cc3cc4ccccc4[nH]3)n3cc([C@@H](N)CC(C)C)nn3)CC2)n1	-5.2	18.8	20.0	6.1	-47.5	18.7	-0.8	20.4	6.9
Cn1nc(C(C)(C)C)cc1C(=O)NCc1ccc2c(c1)OCO2	0.2	2.0	100.8*	23.0	-4.6	12.0	-6.8	17.3	-9.5
Cc1ccnc2nc(C(=O)OCCOc3ccc(F)cc3)nn12	-0.6	3.7	-2.2	-3.1	8.8	4.2	-1.9	17.9	10.0
Cc1c(NC(=O)c2nn(C)c(=O)c3ccccc23)c(=O)n(-c2ccccc2)n1C	-3.4	10.9	2.1	3.2	-10.7	9.7	-2.9	2.2	-1.1
Cc1cccc(NC(=O)c2cc(N3C(=O)CCC3=O)ccc2Cl)n1	1.3	12.0	0.9	-3.5	-7.2	11.1	0.7	8.7	1.8
c1ccc(C2=NCCCN2)cc1	-0.6	-13.4	-1.0	-1.6	8.8	14.8	-0.5	8.1	2.2
O=C(NCc1ccco1)c1ccc(S(=O)(=O)c2cccc(S(=O)(=O)N3CCOCC3)c2)cc1	-1.9	21.8	1.8	-2.4	3.5	8.8	-0.2	5.7	-0.6
O=C(CCN1C(=O)c2ccncc2C1=O)Nc1ccc2c(c1)OCCO2	1.7	-19.1	1.0	3.9	-0.1	14.2	-1.7	12.1	6.5
CN(C)c1ccc(-n2cccc2/C=N/n2cnnc2)cc1	9.9	-11.7	1.0	-3.9	-3.2	16.9	0.2	21.6	16.4
CCOC(=O)c1cccc(NC(=O)CSc2nnc(C)n2CC2CCCO2)c1 (stereo not given)	-0.7	25.1	-0.6	-2.3	2.7	-1.2	-3.9	-7.9	10.7

Compound	GRIN3A LBD mod	NALP3 yeast inh	MPTP inh	APJ agonist	APJ antag	tim23-1 inh	beta cell repl	tim10-1 inh	TIM10 inh
O=C(NCCCn1ccnc1)C(=O)NCC1OCCCN1S(=O)(=O)c1ccccc1 (stereo not given)	-1.0	-6.3	-1.3	1.5	-24.1	15.8	-0.6	4.3	-5.1
Cc1ccc(NC(=O)Cn2nc(C(=O)O)c3ccccc3c2=O)cc1S(=O)(=O)N1CCCCC1	3.2	4.9	-0.2	-0.8	5.0	-15.6	-1.7	1.7	-20.6
O=c1cc(-c2ccccc2)nc(N2CCN(Cc3ccccc3)CC2)[nH]1	-0.2	23.0	0.3	-0.4	-2.7	-17.0	-1.6	0.6	-11.5
Cn1c(=O)c2[nH]c(CN(Cc3ccccc3)Cc3ccccc3)nc2n(C)c1=O	1.9	1.4	9.1	-3.4	3.0	14.0	-5.3	22.7	0.5
O=C(OCc1nnc(-c2ccc(Cl)cc2)o1)c1ccc(=O)n(Cc2ccccc2)n1	-1.8	21.9	-5.6	1.1	0.9	-8.2	-3.8	3.4	-3.0
S=c1nc2c(n[nH]1)c1ccccc1n2CCc1ccccc1	4.7	21.6	-0.5	-0.4	-13.3	29.8	-3.4	7.6	8.3
Cc1ccc(C)c(Cn2nnc3c(=O)[nH]c(C4CCCN(C(=O)CC(C)C)C4)nc32)c1 (stereo not given)	-1.9	-0.5	-2.6	0.4	4.1	21.6	-0.7	11.6	10.6
COc1ccc([N+](=O)[O-])cc1NC(C)C	-1.2	-25.6	-0.2	-1.1	5.5	12.4	0.0	7.3	7.8
CCSc1nc2[nH]ncc2c(=O)[nH]1	0.5	12.1	-0.3	-1.1	10.4	-5.9	0.0	2.6	-4.5
Cc1c(O)ccc(/C(Cc2ccc3ccccc3n2)=N\N)c1O	3.0	7.2	1.7	0.4	-17.8	46.6	-1.4	-5.3	-2.8
CCN(C(=O)COC(=O)CCc1ccc(OC)cc1)c1c(N)n(Cc2ccccc2)c(=O)[nH]c1=O	0.2	9.5	-2.6	-2.7	14.1	-1.1	-3.7	-10.6	0.4
Clc1ccccc1-c1nc(-c2ccc(Br)o2)no1	2.2	4.8	0.3	-0.1	6.3	11.8	0.4	4.4	-1.3
CSCCC(NC(=O)COc1ccccc1)C(=O)N1CCN(c2ccccc2)CC1 (stereo not given)	-0.3	10.3	-0.1	-1.4	-24.6	13.4	-0.5	7.0	-4.7
C#CCOCCOCCOCCNc1nc(N2CCN(C(=O)C([C@@H](C)CC)n3cc(C(N)CC(C)C)nn3)CC2)nc(N2CCN(C(=O)[C@H](CCC(=O)O)n3cc(C(N)Cc4ccc(O)cc4)nn3)CC2)n1 (stereo not given in full)	0.2	0.8	-0.9	-1.0	24.8	2.2	0.6	-0.4	-6.9
O=C(Cn1c(=O)c2cccn2c2ccccc21)NCc1cccc(F)c1	-1.0	7.4	0.4	2.8	15.2	4.6	-3.4	11.1	6.1
CCCc1nc(SCC(=O)Nc2nc3c(s2)CCCC3)c2ccccc2n1	-9.7	4.0	19.0	-4.5	11.3	-0.9	-4.5	-8.1	1.0
O=C(CSc1ncn[nH]1)Nc1ccc2c(c1)OCCO2	-0.4	9.0	-0.1	-3.0	3.5	-6.8	-2.2	-0.4	2.7
O=C(Cn1c(-c2cncs2)nc2ccccc21)NCc1ccccc1	-6.9	6.8	-1.0	-1.0	7.6	7.9	-0.5	-4.2	-3.9
CC(C)=CCN1CCN(Cc2ccc(N3CCNC3=O)cc2)CC1CCO (stereo not given)	-1.7	-2.0	0.0	-3.8	-6.9	7.8	-3.4	4.1	0.3
O=C(Nc1ncc2c(n1)CC(c1ccco1)CC2=O)c1ccc(Cl)cc1 (stereo not given)	-1.9	11.8	-6.1	1.0	-8.8	5.2	-1.8	3.7	-19.5
O=C(NC(=S)N1CCCCC1c1cccnc1)c1ccc(Br)cc1 (stereo not given)	1.7	10.0	0.4	-4.7	-2.8	37.4	-0.3	32.4	32.1
CCSc1nnc(NC(=O)c2cc(OC)c(OC)c(OC)c2)s1	-2.3	19.9	0.8	-1.0	-7.4	24.2	-3.1	-5.1	-1.6
CCOc1cc(C(=O)NCc2ccc(-c3nc4ccccc4o3)cc2)cc(OCC)c1OCC	0.7	-2.2	-0.4	-1.7	7.3	-2.7	-3.4	-2.2	-3.0
CCN(Cc1ccccc1)C(=O)CCS(=O)(=O)c1cc2c(cc1Cl)NC(=O)CO2	-1.4	18.3	1.2	-2.5	-6.6	7.4	-4.8	21.0	2.4
COC(=O)c1nn(-c2ccccc2)ccc1=O	-0.4	18.0	1.2	-3.0	-4.9	3.2	2.2	6.3	-1.2
O=C(OCc1ccccc1)c1cccc(-c2nnc(-c3ccccc3)o2)c1	2.0	22.0	1.2	-6.0	17.4	-2.9	-4.0	37.2	13.8
CC(=O)c1ccc(S(=O)(=O)NC2CCCCCCC2)cc1	-3.7	35.6	-3.1	0.9	4.0	32.0	-2.6	35.8	12.8

# Full records, looked up by structure. Screens in order: GRIN3A LBD mod | NALP3 yeast inh | MPTP inh | APJ agonist | APJ antag | tim23-1 inh | beta cell repl | tim10-1 inh | TIM10 inh
# `C=C(C)C(=O)OCCCCCCOc1ccc(C(=O)O)cc1` across the screens: 0.0 | 23.1 | -0.5 | -2.4 | -18.5 | 4.5 | -1.2 | 14.6 | -12.6
# `O=C(CSc1ncn[nH]1)Nc1ccc2c(c1)OCCO2` across the screens: -0.4 | 9.0 | -0.1 | -3.0 | 3.5 | -6.8 | -2.2 | -0.4 | 2.7
